Source: PubChem
BCR signal inh – blocks chronic active B-cell receptor signaling. 0.05% of 340,000 active. ABC-DLBCL IkBa-CBG/CBR reporter, luminescence ratio, 4 h. Potency, µM (top dose mostly 46.1 µM), without a hit: at the highest dose ratio change, negative = lower green/red ratio, actives largely listed as inhibitors; active = well fitted inhibition curve with a large enough effect in the signal ratio, with a control signal flat, not every such curve was filed as active; inconclusive = small, poorly fitted or top-dose-only effect, or effect the other way, or a change in a side signal; the % refers to the signal ratio;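 also: potency is read from the fitted curve at half-maximal effect; plate controls were basal doxycycline-induced cells for no effect and cells given 10 µM MG132 for full effect; MG132 reads +100%, hits lower the ratio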
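Compounds up to 46 uM were incubated four hours with TMD8 cells whose green CBG68 luciferase is fused to IkappaBalpha; red CBR luminescence normalised the signal, and concentration-effect curves were fitted to fusion, red and ratio data.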
Tb PFK block – inhibitors of T. brucei phosphofructokinase; O15648; T. brucei PFK, ADP-Glo luminescence; Potency, µM (top dose mostly 57.5 µM), for inactives: at the highest dose activity, negative = inhibition, actives largely listed as inhibitors; 0.17% of 330,000 active; AID 485367;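 also: potency is read from the fitted curve at half-maximal effect; 0% = uninhibited 1x PFK enzyme wells and -100% = no-enzyme wells; nearly all actives have a fitted effect of over 60% in size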
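Luminescent ADP detection (ADP-Glo, two-step: ATP depletion then ADP-to-ATP conversion for luciferase) reported PFK activity after 45 min room-temperature reaction of 1.25 nM enzyme with 0.5 mM F6P and 0.1 mM ATP at pH 8.0.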
TSHR antag – blocks TSH signaling through the human TSH receptor; 0.2% of 330,000 active; TSHR-expressing cells, TSH-stimulated cAMP HTRF, 2 h; hits give low values; activity change, negative = inhibition, % at 11.5 µM;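 active = activity change below a set negative limit, meaning inhibition stronger than a set level, cut at about -70% in these data; inconclusive = activity change between two set negative limits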; also: % is scaled to controls: 0 for no effect and ±100 for the full control effect
Target sequence (P16473 whole entry, looked up): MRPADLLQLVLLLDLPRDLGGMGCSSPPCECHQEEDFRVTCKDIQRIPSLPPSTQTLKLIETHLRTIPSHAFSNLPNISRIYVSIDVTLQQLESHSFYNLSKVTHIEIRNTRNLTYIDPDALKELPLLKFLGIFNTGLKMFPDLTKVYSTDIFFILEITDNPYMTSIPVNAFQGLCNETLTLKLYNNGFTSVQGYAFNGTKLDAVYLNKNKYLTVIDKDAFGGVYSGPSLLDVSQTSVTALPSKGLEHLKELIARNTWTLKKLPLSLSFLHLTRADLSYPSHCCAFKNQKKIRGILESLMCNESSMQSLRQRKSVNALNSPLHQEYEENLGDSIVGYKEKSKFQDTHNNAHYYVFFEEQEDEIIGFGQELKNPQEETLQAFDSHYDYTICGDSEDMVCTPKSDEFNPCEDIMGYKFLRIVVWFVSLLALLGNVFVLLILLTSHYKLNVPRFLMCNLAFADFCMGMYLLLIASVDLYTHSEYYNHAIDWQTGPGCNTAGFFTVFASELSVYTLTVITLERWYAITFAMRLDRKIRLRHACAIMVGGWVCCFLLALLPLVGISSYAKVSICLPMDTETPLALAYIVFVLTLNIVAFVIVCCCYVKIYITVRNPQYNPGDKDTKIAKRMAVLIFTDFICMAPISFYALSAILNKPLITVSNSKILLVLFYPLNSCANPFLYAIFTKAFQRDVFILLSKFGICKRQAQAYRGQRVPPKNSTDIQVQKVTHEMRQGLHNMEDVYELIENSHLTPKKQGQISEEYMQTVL
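Competitive HTRF cAMP read-out (cryptate anti-cAMP antibody, cAMP-d2; 30 min, room temperature) in freshly harvested TSHR cells. Compounds added before TSH at EC80 (4nM final), followed by 2 hours' incubation at 37 deg C.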
PTAP TSG101 blk – blocks PTAP/TSG101 interaction to inhibit HIV-1 budding | Q99816 | Fluorescence polarization, FITC-PTAP peptide / Tsg101 binding | Potency, µM (doses to about 115 µM), without a hit: at the highest dose activity change, negative = inhibition, hits mostly inhibitors | 340,000 tested, under 10 active; active = well fitted inhibition curve with a large enough effect in the main read-out, with a control signal flat, not every such curve was filed as active; inconclusive = small, poorly fitted or top-dose-only effect, or effect the other way, or a change in a side signal; inactive = no such curve, though single readings can be large or run the other way; also: potency is read from the fitted curve at half-maximal effect; % of control where 0% means no effect
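Tsg101 binding domain (10 uM final) was mixed with compound and a FITC-labeled PTAP peptide (50 nM final) in HEPES pH 7.5 buffer with NaCl, Tween 20, EDTA and TCEP; fluorescence polarization was read after 20 min at r.t.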
uPA surface inh – cell surface uPA generation inhibition; cell surface uPA generation assay, qHTS; Potency, µM (series often up to 38.3 µM), for inactives: at the top dose activity change, negative = inhibition, actives largely listed as inhibitors; 0.31% of 330,000 active; active = well fitted inhibition curve with a large enough effect; inconclusive = small, poorly fitted or top-dose-only effect; inactive = no such curve, though single readings can be large or run the other way; tested in mouse RAW 264.7 cells; also: potency is read from the fitted curve at half-maximal effect; % is scaled to controls: 0 for no effect and ±100 for the full control effect; nearly all actives have a fitted effect of over 55% in size
TCR activator – activates T cell receptor signaling | primary human leukocytes, anti-CD3, IL-2 HTRF, 48 h | Potency, µM (doses to about 9.22 µM), without a hit: at the top dose activation of IL-2 secretion, hits mostly activators | AID 504894 | 330,000 tested, under 10 active; also: % of control where 0% means no effect
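IL-2 produced over 48 hr by a-CD3 bead-stimulated primary human leukocytes exposed to compounds was detected with a homogeneous time-resolved FRET immunoassay, 665nm acceptor signal after 320nm excitation.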
Eya2 phos inh – inhibitors of human Eya2 phosphatase activity. O00167. recombinant Eya2, OMFP fluorescence dephosphorylation (OMFP is methylfluorescein phosphate). Potency, µM (doses to about 76.9 µM), without a hit: at the highest dose activity, negative = inhibition, hits mostly inhibitors. 0.006% of 330,000 active. AID 488837; also: potency is read from the fitted curve at half-maximal effect; % is scaled to controls: 0 for no effect and ±100 for the full control effect
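Eya2 protein (added as 0.2 uM solution) was preincubated with compound for 10 min at ambient temperature in 50 mM HEPES pH 7.5, 50 mM NaCl, 5 uM MgCl2, 0.05% BSA, 1 mM DTT. OMFP (added at 50 uM) then reacted 10 min; fluorescence read at 485/525 nm.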
B2AR arrestin – beta2AR (human) beta-arrestin recruitment activity | 0.02% of 330,000 active | Potency, µM (highest dose often 46.1 µM), for the others: at the highest dose activation, hits mostly activators | P07550 | beta-arrestin recruitment to beta2AR, cell-based reporter;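 also: potency is read from the fitted curve at half-maximal effect; 0% = DMSO controls and full agonism = EC100 isoproterenol or metaproterenol; nearly all actives have a fitted effect of over 65% in size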
USP2a block – inhibitors of human ubiquitin-specific protease USP2a; 0.01% of 330,000 active; USP2 core, Ub-CHOP2 coupled fluorogenic reporter, 485/531; Potency, µM (highest dose often 38.3 µM), for the others: at the top dose activity change, negative = inhibition, most hits filed as inhibitors;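 also: potency is read from the fitted curve at half-maximal effect; plate controls were DMSO wells for no effect and full inhibition by NEM control for full effect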
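Deubiquitinase activity read as fluorescence (485/531 nm) after Ub-CHOP2 cleavage activates the enterokinase reporter on its substrate; USP2 core 10nM, Ub-CHOP2 and substrate 25nM each, 30min compound preincubation then 60min RT; data normalized to NEM, curves fitted.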
ELG1 repair inh – blocks ELG1-dependent DNA repair in HEK293T cells; HEK293T ELG1-luciferase reporter, luminescence, 16 h; DNA damage induced by 5-fluorouridine; Potency, µM (top dose mostly 46.1 µM), inactives show top-dose activity change, negative = inhibition, usual class: inhibitors; 2.3% of 330,000 active; AID 504467; also: potency is read from the fitted curve at half-maximal effect; % is scaled to controls: 0 for no effect and ±100 for the full control effect; nearly all actives have a fitted effect of over 55% in size
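Reporter activity after DNA damage by 5-fluorouridine is monitored. Compound-treated cells incubate 16 hr at 37 °C, then ONE-Glo is added for 30 min before luminescence reading.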
Mito fusion yeast – mitochondrial division inhibition or fusion activation; S. cerevisiae fusion-defective mutant growth rescue, CellTiterGlo 48 h; Potency, µM (top dose mostly 46.1 µM), inactives show top-dose growth rescue (activation), hits mostly activators; 0.23% of 320,000 active;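 also: potency is read from the fitted curve at half-maximal effect; % of control where 0% means no effect; nearly all actives have a fitted effect of over 45% in size; temperature-sensitive fusion mutants such as fzo1-1 at 37 °C on non-fermentable ethanol glycerol medium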
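Temperature-sensitive fusion-defective S. cerevisiae (e.g. fzo1-1, mgm1-5) were grown with compound in YPEG medium (3% ethanol, 3% glycerol) for 48 hours at 37C. Growth rescue was measured as viability by CellTiterGlo luminescence after 10 minutes at ambient.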
* marks the source's active call; other numbers are inactive results; ? = inconclusive; / = not tested or not shown; [ ] = dose if it differs, or a comment. Unless noted, calls follow the shape of the dose curve; as a rule, active = well fitted curve in the direction sought with a large enough effect; inconclusive = small, poorly fitted or top-dose-only effect, or another doubt; inactive = no such curve, though single readings can be large; an effect the other way counts as inactive or inconclusive.

SMILES	BCR signal inh	Tb PFK block	TSHR antag	PTAP TSG101 blk	uPA surface inh	TCR activator	Eya2 phos inh	B2AR arrestin	USP2a block	ELG1 repair inh	Mito fusion yeast
Cn1nc(C(C)(C)C)cc1C(=O)Sc1cccc(Br)c1	0%	2%	0	-1%	1%	0%	-3%	-0.5%	-1%	0%	10%
COc1cc(/C=N/Nc2ncnc3sc4c(c23)CCC4)ccc1O	-6%	15%	28	-7%	-4%	3%[46.1 µM]	3%	-0.1%	0%	?	0%
O=C(NC1CCCCC1)C1CCCN1C(=O)NCc1ccccc1 (configuration not stated)	-6%	-4%	3	-4%	-1%	0%	7%	-0.2%	0%	6%	-9%
Cc1c(NS(=O)(=O)c2cc(C(=O)O)ccc2Cl)c(=O)n(-c2ccccc2)n1C	-1%	3%	-5	-3%	0%	-1%	-5%	0.2%	2%	0%	5%
Brc1cccc(CN2CCCCCCC2)c1	0%	-5%	1	1%	12%	9%	3%	-0.2%	2%	0%	1%
CC(C)(C)c1ccc(C(=O)c2c[nH]c(C(=O)NCCCN3CCOCC3)c2)cc1	-2%	5%	-5	-2%	/	4%	30%	-0.2%	3%	17%	-5%
S=C(NCC1CCCO1)N1CCc2ccccc2C1 (configuration not stated)	5%	-5%	16	-9%	5%	-6%	-9%	0.0%	-1%	?	-6%
COc1cc(C#Cc2ccc3cc(CCCO)oc(=O)c3c2)cc(OC)c1	15µM*	-4%	-8	/	?	-3%	-13%	0.1%	0%	?	-6%
COc1ccc(Nc2cc(C)nc(-n3nc(C)cc3C)n2)cc1	?	6%	1	-4%	/	3%	-20%	0.2%	2%	10%	-8%
COc1cccc(NC(=O)[C@H](NC(=O)[C@@H]2Cc3ccccc3CN2)c2ccccc2)c1	?	3%	-5	-6%	4%	0%	10%	0.2%	3%	?	1%
Cc1ccc(N2C(=O)C3CC(c4ccccc4)=C4C5C=CC(C6C(=O)N(c7ccc(C)cc7)C(=O)C56)C4C3C2=O)cc1 (configuration not stated)	1%	1%	-9	2%	5%	1%	1%	-0.8%	0%	-9%	4%
O=C(NC(=S)NCCO)c1sc2ccccc2c1Cl	-17%	-5%	25	-3%	-14%	-7%	9%	-0.7%	1%	?	6%
CCOC(=O)C1=C(C(F)(F)F)Nc2ncnn2C1c1ccc(OC)cc1OC (configuration not stated)	-2%	-5%	-2	-4%	0%	-5%[46.1 µM]	1%	-0.6%	1%	0%	-6%
Cc1nn(CC(=O)Nc2ccccn2)c(=O)c2ccccc12	?	1%	0	-5%	5%	-2%	6%	-0.1%	1%	8%	-3%
O=C(NCc1cccnc1)c1cccn1-c1ncc(C(F)(F)F)cc1Cl	7%	-5%	6	0%	0%	0%	12%	-0.1%	3%	6%	23%
CC(=O)c1ccc(NC(=S)N2CCCC(CO)C2)cc1 (configuration not stated)	-1%	5%	4	0%	-10%	0%[46.1 µM]	3%	-1.2%	5%	?	-27%
CCOC(=O)c1c(C)[nH]c(C)c1C(=O)COC(=O)Cc1n[nH]c(=O)c2ccccc12	1%	-5%	/	-2%	-24%	4%	-9%	0.2%	1%	?	/
Cc1ccccc1N1CCN(CCC(=O)Nc2ccc(F)cc2)CC1	-1%	0%	10	-1%	?	1%	-3%	2.8%	1%	-25%	-7%
Cc1ccccc1N1CCN(C(=O)c2ccccc2NC(=O)c2ccccc2C(=O)O)CC1	0%	5%	-5	-4%	-2%	-1%	-3%	-0.8%	2%	3%	-3%
CCc1nnc(NC(=O)c2cc(-c3cccnc3)nc3ccccc23)s1	-11%	-1%	-5	0%	-3%	-3%	13%	3.6%	-1%	-2%	10%
Cc1cc(OCC(=O)NCC(c2cccs2)N2CCOCC2)ccc1C(C)C (configuration not stated)	-4%	0%	-13	2%	0%	-6%	-2%	0.2%	-1%	-8%	-5%
O=C(OCC(=O)C12CC3CC(CC(C3)C1)C2)c1ccc(CO)cc1	?	-1%	-21	0%	10%	-4%	-4%	-0.2%	0%	?	1%
CCN(CC(=O)Nc1c(F)cccc1F)C(=O)CCN1C(=O)c2cccc([N+](=O)[O-])c2C1=O	0%	1%	-16	-4%	3%	-4%	-7%	0.0%	2%	21%	0%
CC1(C)CC(N=Cc2c(O)n(Cc3ccc4c(c3)OCO4)c(=O)c3ccccc23)CC(C)(C)N1	-16%	-3%	-14	-3%	-1%	8%	15%	-0.4%	1%	-4%	3%
COc1cccc(CNC(=O)CCC2CCCN(C(=O)C3=CC(=O)CC(C)(C)O3)C2)c1 (configuration not stated)	-10%	5%	-8	-16%	-5%	1%	-11%	0.1%	0%	-7%	-1%
CCN(CC)S(=O)(=O)c1c(OC)cc(C)c(Cl)c1C	-13%	-12%	10	-3%	?	1%	-4%	-0.4%	-9%	?	12%
CN(CCNC(=O)C1(O)c2ccccc2NC(=O)N1c1ccccc1)Cc1ccccc1 (configuration not stated)	6%	6%	-8	2%	4%	-4%	-13%	0.1%	0%	7%	4%
CS(=O)(=O)N(CC(=O)N1CCc2ccccc2C1)c1ccc(Cl)cc1F	-1%	-1%	-10	0%	-2%	-3%	-4%	0.3%	3%	4%	7%
O=C(N=C1N=C2C=CC=CN2Cc2ccccc21)c1ccc(S(=O)(=O)N2CCCC2)cc1	?	0%	20	1%	1%	-4%	23%	0.1%	4%	?	-4%
Fc1cccc(Cl)c1CSc1nnnn1-c1ccc2c(c1)OCO2	0%	-2%	-16	1%	?	-7%	27%	-0.1%	2%	?	13%
CC1CN(C(=O)COC(=O)[C@@H]2CC(O)CN2S(=O)(=O)c2ccc3c(c2)OCCO3)CC(C)O1 (some centres not stated)	7%	-1%	2	-1%	6%	1%[46.1 µM]	-9%	-0.4%	5%	-3%	-2%
COCCNCCOc1ccc(C)cc1[N+](=O)[O-]	-1%	0%	17	-6%	2%	-3%	2%	-0.2%	-8%	19%	13%
CCC(CC)c1nnc(NC(=O)CCCN2C(=O)c3ccccc3C2=O)s1	?	3%	14	-4%	3%	11%	8%	0.1%	-2%	-4%	-4%
CN1CC(c2ccccc2)C(c2ccc(Cl)cc2)=N1 (configuration not stated)	?	0%	1	-1%	0%	2%[46.1 µM]	0%	-0.1%	-2%	12%	0%
Nc1c(Br)c(=O)[nH]c(=O)n1-c1ccc(F)cc1	-3%	-15%	8	-6%	4%	6%	-5%	0.3%	-2%	22%	-12%
CCCCn1nc(NC(=O)CC)c2cc3cc(OC)ccc3nc21	5%	2%	-1	0%	14%	-1%	3%	-0.1%	4%	-13%	?
O=C(O)CSc1ncnc2sc3c(c12)CCC3	?	1%	-29	-1%	5%	-1%	4%	-0.2%	-1%	?	1%
CCOC(=O)c1cc(-c2ccccc2)nc2nc(N3CCCCC3)sc12	?	-1%	0	-4%	-4%	-5%[46.1 µM]	2%	-0.1%	-1%	?	11%
O=Cc1ccc(OCCCOc2cccc3cccnc23)cc1	?	6%	7	-3%	4%	/	9%	-0.5%	1%	21%	-2%
O=C(Nc1cccnc1)C1CCCN(S(=O)(=O)c2ccccc2)C1 (configuration not stated)	6%	4%	-1	-7%	3%	5%	10%	0.5%	2%	?	3%
COc1ccc(CNC(=O)CSc2nnc(C)s2)cc1	-1%	-3%	0	-3%	-1%	2%	-5%[15.4 µM]	0.2%	3%	0%	0%
O=C(CSc1nnc(Cc2cccs2)n1-c1ccccc1)NC1CCCCC1	?	3%	9	0%	-3%	2%	-5%	-0.8%	0%	?	0%
Cc1noc(C)c1COC(=O)CCCc1c[nH]c2ccccc12	?	7%	-6	-4%	1%	1%	10%	-1.0%	1%	-9%	2%
COc1ccc(NC(=O)c2cc(Br)ccc2Cl)c(OC)c1	?	1%	-10	-2%	1%	5%[46.1 µM]	-2%	-0.8%	-5%	12%	7%
Cc1nc2ccccc2c(=O)n1/N=C/c1cccnc1	-12%	0%	6	-2%	-13%	-3%	-3%	0.3%	0%	18%	-1%
N#C/C(=C\c1ccc(-c2cccc([N+](=O)[O-])c2)o1)C(=O)Nc1nc(-c2cccs2)cs1	8%	0%	-5	4%	9%	-3%	14%	-0.5%	3%	-10%	9%
